# Screening results deposited in PubChem by several laboratories.
# WT yeast gro inh – growth inhibition of WT strain, primary screen, mitochondrial fusion inhibitor project, WT and mutant strains, chemical genetic; mitochondrial fusion phenotypic screen; inhibition, % at 10 µM; 2.1% of 190,000 active; AID 1362, 2008; in the data active = inhibition above about 58%; tested in S. cerevisiae
# Dynein cargo inh – inhibitors of GR-EGFP nuclear translocation, primary screen, dynein cargo transport inhibitor project, imaging, high-content, 3617.4 mouse cells | test concentration mostly 20 µM; stimulated with dexamethasone, 1 µM; hits give low values | z-score, hits read low | 0.47% of 220,000 active;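 active = plate z-score of nuclear minus cytoplasmic receptor signal below a set negative limit, without overly bright fluorescence or cell loss, cut at about -3.5 in these data, passing the limit was not always enough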;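 also: z-score of nuclear minus cytoplasmic ring GR-EGFP intensity difference per well; some compounds called inactive have numbers as strong as hits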
#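 medium = tetracycline-free induction medium containing charcoal-stripped FBS | also added = 1.0 µM final dexamethasone stimulus | schedule = 48 h induction, 1 h compound, 30 min dex at 37 °C | technique = fixed, Hoechst-stained cells imaged at 10x for EGFP | measure = GR-EGFP nuclear translocation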
# HEK293 NOD2/NF-kB – NOD2 signaling inhibitors, cell-based, luminescence, uHTS, HEK293 (AID 1566). 0.63% of 290,000 active. inhibition, % at 4 µM; hits with a dose series show EC50 in µM. HEK293 NOD2/NF-kB luciferase reporter, luminescence; higher % means a stronger effect; in the data active = inhibition above about 50%; also: many of its hits are not listed in these tables
# Insulin prom up – insulin promoter activators in MIN6 cells, imaging, high-content screening, mouse beta cells | MIN6 insulin promoter-GFP reporter; hits give high values | 0.3% of 190,000 active | z-score at 5 µM;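 active = z-score above 3 at 5 µM with at least 500 cells counted in the well; inconclusive = wells under 500 cells, flagged as cytotoxic or low count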
# Yfh1-off respiration – enhancers of respiration in Yfh1-depleted yeast, dose response, Friedreich's ataxia, plus single-dose screen (AID 1465); 0.074% of 220,000 active; fold induction at 50 µM; hits with a dose series show EC50 in µM; S. cerevisiae Yfh1-off respiration, WST-1 reduction, 72 h; higher fold induction means a stronger effect;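 active = fold induction of absorbance versus untreated yeast above a set limit, then at least 30% activation at any dose in follow-up; inconclusive = repeats straddling the limit, or above it without dose testing; inactive = fold induction below the set limit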;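 also: activators that raise dye reduction in frataxin-depleted yeast; strong numbers were not always called active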
# bCat nuc transl – modulators of beta-catenin nuclear translocation, primary screen, imaging, HeLa cells, immunofluorescence, high-content. nuclear translocation activity, % at 5 µM. 0.3% of 190,000 active;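 active = nuclear translocation activity above 50% at 5 µM, with a well cell count of 50 or more; inconclusive = wells under 50 cells across six images, flagged as toxic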;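 also: per-cell ratio of nuclear to cytoplasmic median beta-catenin stain intensity; plate controls were DMSO negative control for no effect and GSK-3 inhibitor IX positive control for full effect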
#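 System: HeLa cells, endogenous beta-catenin; compound dosing: 5 µM primary single dose, 0.1% DMSO, 0.02–20 µM confirmation series; incubation: 24 h compound exposure at 37°C, 5% CO2; signal: beta-catenin immunofluorescence imaging with DAPI; evaluation: % activation, nuclear-to-cytoplasmic median beta-catenin signal ratio per cell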
# Autophagy mod – autophagy modulators in MEF cells, primary screen, imaging, high-content, MEF GFP-LC3; MEF GFP-LC3 puncta imaging; test concentration mostly 10 µM; calls only at 10 µM (by protocol); 0.98% of 190,000 active; AID 463193, 2010;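 active = percentage of spot-positive cells more than 3 SD above its plate mean, without a fluorescence outlier flag or 80% toxicity; inconclusive = no clear call, values can overlap the other calls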;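 also: spot-positive cell cutoff set from DMSO-treated cells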
# Lipid droplet – inhibitors of hepatocyte lipid droplet formation, primary screen, imaging, high-throughput imaging, BODIPY stain; AML12 mouse hepatocytes, oleate lipid droplets; inhibition, % at 6.5 µM; 0.4% of 240,000 active;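 active = lipid droplet intensity inhibited by at least 50%, with more than 500 cells counted; inconclusive = wells with under 300 cells, treated as cytotoxic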
#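 Technique: fluorescence imaging, 20x objective, two fields per well / Assay system: AML12 hepatocytes (mouse) / Measure: % inhibition of lipid droplet signal / Doses: 6.5 µM single-point dosing / Incubation: overnight exposure / Reagent: 100 µM oleic acid challenge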
# MT stabilizer – microtubule stabilizers in HeLa cells, primary screen, imaging, high-content imaging. 0.83% of 200,000 active. HeLa tubulin immunostaining HCS, 24 h; share of cells brighter than vehicle mean+2SD. AID 2205, 2009. % tubulin-high responders, % at 10 µM;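 active = plate Z-score above 3 for both tubulin-high and condensed-nucleus cell shares, with cell loss under 80%, at 10 µM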;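 also: anti alpha tubulin signal scored within the nucleus-defined area of each cell; some results filed as inactive read as strong as hits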
# WT yeast gro inh mutant strain – further read-out of WT yeast gro inh, marked with its call; inhibition, %; mitochondrial fusion phenotypic screen, mutant strain inhibition
# Dynein cargo inh cytoplasmic EGFP – recorded beside Dynein cargo inh, whose call it bears; z-score; measured here: cytoplasmic GR-EGFP intensity; hits give high values
# Dynein cargo inh nuclear GR-EGFP – further read-out of Dynein cargo inh, marked with its call; z-score; measured here: nuclear GR-EGFP intensity;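 lower value marks the stronger effect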
# Dynein cargo inh cell count – recorded beside Dynein cargo inh, whose call it bears; z-score; measured here: cell count per field
# Insulin prom up cell count – further read-out of Insulin prom up, marked with its call; cell count; measured here: cytotoxicity, nuclei count;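 total cells summed across four imaged fields per well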
# Lipid droplet cells 6.5 µM – also measured in Lipid droplet; calls as there; cell count; measured here: cell count, cytotoxicity flag;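 cells counted across two imaged fields per well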
# bCat nuc transl cell count 5 µM – further read-out of bCat nuc transl, marked with its call; cell count; measured here: cell count, cytotoxicity flag
# MT stabilizer Hoechst-high % – also measured in MT stabilizer; calls as there; % Hoechst-high responders; measured here: nuclear condensation Hoechst responders;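 share of cells brighter than vehicle mean plus two SD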
# MT stabilizer cytotoxicity % – second read-out of MT stabilizer, no call of its own (marks repeat the call); toxicity, %; measured here: cytotoxicity by cell density;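 0% = mean cell density of plate MIN control wells and 100% = no cells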
# Autophagy mod cell loss 18 h – recorded beside Autophagy mod, whose call it bears; toxicity, %; measured here: cell loss, nuclei count;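 cell loss after 18 h compound exposure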
# An asterisk follows results filed as active; i = inactive; u = inconclusive; x = no result given.
SMILES,WT yeast gro inh,WT yeast gro inh mutant strain,Dynein cargo inh,Dynein cargo inh cytoplasmic EGFP,Dynein cargo inh nuclear GR-EGFP,Dynein cargo inh cell count,HEK293 NOD2/NF-kB,Insulin prom up,Insulin prom up cell count,Yfh1-off respiration,bCat nuc transl,bCat nuc transl cell count 5 µM,Autophagy mod,Autophagy mod cell loss 18 h,Lipid droplet,Lipid droplet cells 6.5 µM,MT stabilizer,MT stabilizer Hoechst-high %,MT stabilizer cytotoxicity %
O=C1COc2ccc(C(=O)COC(=O)c3ccc4ccccc4n3)cc2N1,-1.9,-37.0,-0.647,-0.0943,-0.141,0.231,17.8%,0.51,1282,i,-1.3,839,i,47.3,x,x,2.3,2.0,15.0
COc1ccc(C(=O)C2CCCN(Cc3cnc(N4CCOCC4)s3)C2)cc1F (stereo not drawn),x,x,0.955,-0.135,0.511,-1.19,21.6%,1.31,1142,i,-0.3,1290,x,x,7.4,682,x,x,x
CC1CCC(NC(=O)COc2ccc(C(=O)c3ccccc3)cc2)CC1 (stereo not drawn),-17.1,-30.6,1.7,-0.128,0.712,-1.6,17.0%,0.11,1304,i,x,x,i,-0.4,-2.9,736,2.8,3.7,10.5
Brc1ccc(CSc2nnc(-c3cccnc3)o2)cc1,24.7,21.0,0.728,-0.197,0.863,-0.971,12.4%,x,x,i,-0.4,1025,i,10.6,14.7,723,2.0,2.2,8.2
Cn1cccc1CC(=O)N/N=C/c1cccc([N+](=O)[O-])c1,-1.6,6.7,-0.535,-0.221,-0.89,0.395,8.2%,0.38,1290,i,-1.6,1069,i,17.4,0.6,672,4.9,2.5,6.1
O=C1CCCc2ccccc2N1Cc1cccc(Cl)c1,5.7,-8.9,0.645,-0.3,0.6,-0.481,14.8%,-0.09,1662,i,0.5,1365,i,27.7,x,x,1.1,1.3,10.3
CC(NC(=O)CN(C)CC(=O)Nc1ccc(F)c(F)c1F)c1ccccc1 (stereo not drawn),-31.9,-8.0,0.0652,-0.124,0.091,-0.513,9.0%,1.53,1421,i,-2.5,1151,i,-10.4,0.5,713,2.0,1.9,4.0
Cc1[nH][nH]c(=O)c1C(c1ccc(-c2ccc(C(=O)O)cc2)o1)c1c(C)[nH][nH]c1=O,-9.3,-7.9,-0.245,-0.39,-0.621,0.863,8.3%,0.33,1182,u,1.4,1100,i,-0.8,5.6,675,2.4,2.4,14.9
Cc1ccc(C2/C(=C(/O)c3cnn(-c4ccccc4)c3C)C(=O)C(=O)N2CCN2CCOCC2)o1 (stereo not drawn),x,x,0.226,-0.233,0.545,0.00898,-58.4%,x,x,i,x,x,i,29.3,2.9,838,1.8,1.5,3.2
C/C(CCc1ccccc1)=N\NC(=O)C1C2CCCCC21 (stereo not drawn),4.2,3.5,-0.652,-0.32,-0.278,0.879,3.4%,0.8,1267,i,-0.8,1121,i,16.9,3.3,692,4.2,1.7,4.8
CC(=O)Nc1ccc2[nH]c3ccccc3c2c1,-9.2,-10.7,0.566,-0.208,0.373,-0.436,-18.5%,-0.24,1526,i,-1.7,1502,i,13.6,x,x,3.1,2.3,3.0
CC(C)(C)C(=O)N1CCC(O)(CS(=O)(=O)Cc2ccccc2Cl)CC1,3.4,24.3,-0.0158,0.828,0.315,-0.0326,6.3%,0.72,1828,i,x,x,i,9.3,-30.0,697,1.9,1.6,1.2
CC(C)C(NC(=O)c1ccccc1Cl)C(=O)OCc1nc2scc(-c3ccccc3Cl)c2c(=O)[nH]1 (stereo not drawn),-9.1,-25.5,-0.393,-0.273,-0.615,1.04,15.7%,0.04,1378,i,0.5,784,i,-6.8,-3.1,695,4.3,4.0,3.8
O=C(CCC1CCCCC1=O)c1ccccc1 (stereo not drawn),1.9,10.8,0.183,-0.321,0.573,-0.0135,9.4%,0.17,1334,x,-4.3,956,i,-42.4,x,x,3.7,2.3,4.4
Cc1c(Cc2ccccc2)c(=O)oc2c(C)c(OCc3nn[nH]n3)ccc12,-7.6,-3.0,-0.351,0.114,-0.274,0.63,7.6%,0.12,1450,i,-0.3,1199,i,-5.7,x,x,1.6,1.4,8.1
Cc1cccc(OC(=O)c2ccc3nccnc3c2)c1,3.1,5.5,-1.73,-0.0963,-0.753,0.884,15.0%,0.11,963,i,-7.1,1235,i,4.4,0.4,818,2.3,2.4,4.8
CCOC(=O)C1=C(C)Nc2nc(SC)nn2C1c1ccc(C(=O)OC)cc1 (stereo not drawn),-44.3,-21.7,1.07,-0.0908,0.848,-0.607,8.2%,x,x,i,x,x,i,24.1,x,x,6.6,1.9,20.3
Nc1ncncc1-c1ccc2ccccc2c1,x,x,-1.12,-0.198,-0.177,0.0751,x,-0.21,1033,i,-1.3,1381,x,x,0.4,663,x,x,x
O=C(Nc1nnc(C2=COCCO2)o1)c1ccc(S(=O)(=O)N2CCOCC2)cc1,4.7,9.7,-0.335,-0.25,-0.251,1.63,19.1%,x,x,i,-0.2,1123,i,-1.3,20.1,663,2.7,1.8,5.7
COc1ccc(COC(=O)c2n[nH]c3ccccc23)cc1F,4.3,-1.5,-0.366,-0.256,0.0493,0.0491,-44.5%,0.1,1988,i,-1.9,1092,i,-0.5,21.3,612,2.1,1.3,7.4
CCNC(=O)CCCOc1ccc(Cl)cc1Cl,18.6,30.9,0.138,-0.303,0.2,0.0251,-30.1%,-0.14,1346,i,-0.9,893,i,29.0,x,x,3.7,4.1,6.4
Cc1ccc(NC(=O)Cn2nc(C)c(S(=O)(=O)N(C)C)c2C)cc1C,-19.1,5.3,1.91,0.0585,1.14,-1.84,12.8%,0.15,1359,i,-2.7,1106,i,-6.7,9.3,694,2.9,2.9,7.2
CCC(CC)c1nnc(NC(=O)c2c(-c3ccccc3)noc2C)s1,10.1,-2.2,0.427,-0.168,0.318,-0.469,9.6%,0.46,900,i,0.7,1130,i,3.6,x,x,3.2,2.9,8.0
O=C(CCC(=O)c1cccs1)OCc1nc2ccccc2s1,0.0,-0.3,0.81,-0.198,0.351,-0.182,11.0%,0.3,1251,i,-5.1,819,i,6.7,x,x,2.7,1.0,2.1
Cn1nc(C(=O)Nc2ccc3c(c2)OCCO3)cc1C(=O)O,15.0,28.7,0.179,-0.187,0.00457,-0.039,12.2%,0.37,1451,i,-0.7,1489,i,5.7,-0.7,653,4.7,2.0,4.8
COc1cccc(C(=O)Nc2nnc(-c3cccs3)s2)c1,27.7,25.7,0.368,-0.259,0.295,0.197,-121.3%,x,x,i,-3.3,1250,i,-19.8,-7.4,730,1.8,1.3,4.5
COCCNC(=O)c1ccc(CS(=O)(=O)c2ccc(C)cc2)o1,-4.6,1.9,-0.309,-0.195,0.00686,0.588,-4.2%,0.36,887,i,x,x,i,-3.5,x,x,1.9,1.4,7.9
CCOc1ccc(C(=O)Nc2cccc(-c3ccc4nncn4n3)c2)cc1,-15.1,-20.8,-0.431,-0.316,-0.0553,0.914,22.2%,0.34,1424,i,-5.5,1154,i,13.2,-5.3,677,2.8,1.4,4.1
Cc1cccc(N2C(=O)CC(SC(N)=Nc3ccccc3)C2=O)c1 (stereo not drawn),3.6,-10.2,0.373,-0.197,0.5,-0.644,5.6%,0,1495,i,-2.1,1069,i,8.1,-1.7,738,3.4,1.6,15.0
Cc1cc(C(=O)OCC(=O)N2CC(=O)Nc3ccccc32)no1,20.5,5.8,0.306,-0.0607,0.156,0.0521,-4.3%,-0.29,1000,i,-4.5,943,i,-7.8,x,x,2.5,1.7,6.2
O=C(Nc1cccc(S(=O)(=O)Nc2ccccc2Cl)c1)c1ccc(N2CCCC2)c([N+](=O)[O-])c1,-7.8,-3.1,-0.00252,0.0064,-0.143,-0.532,14.2%,0.33,1358,u,-0.6,1036,i,11.5,-6.1,680,2.9,3.5,8.9
COc1ccc(/C=C/c2nc(-c3ccccc3O)n(-c3ccccc3)n2)cc1,7.5,10.8,-0.734,0.0302,-0.333,0.503,-8.0%,-0.11,1287,i,-0.1,1053,i,19.8,13.9,674,1.7,3.8,4.1

# Look-ups from the results shown.
# COc1cccc(C(=O)Nc2nnc(-c3cccs3)s2)c1 | MT stabilizer = 1.8
# Cc1ccc(NC(=O)Cn2nc(C)c(S(=O)(=O)N(C)C)c2C)cc1C | Dynein cargo inh cell count = -1.84

# This is a subset, so the mix of outcomes need not match the whole.
